Screens from PubChem BioAssay.
Runt-CBFb FRET = Runt domain-CBFb interaction inhibition; Cerulean-Runt/Venus-CBFb FRET ratio 530/480, 1 h; Q01196+Q13951; 0.46% of 220,000 active; inhibition, % at 20 µM;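 active means inhibition over about 50% at 20 µM in the single-dose screen, limit read from the data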;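 further: 0% = DMSO wells and 100% = excess unlabeled CBFb competitor control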
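Assay system: Cerulean-tagged RUNX1 Runt domain (FRET donor) fusion protein / Amount: 100 nM each of Venus-CBFb and Cerulean-Runt domain / Medium: Tris buffer pH 7.5 with salts and BSA / Also added: Venus-CBFb 100 nM / Schedule: 1 h complex formation plus 1 h compound treatment, room temperature / Signal: FRET fluorescence / Read-out: loss of energy transfer signal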
MDM2 E3 inh = blocks human Mdm2 ubiquitin ligase activity | Q00987 | cell-based MDM2 ubiquitination luciferase reporter, 2 h; 0 = plate control, 100 = twice control, blank-subtracted | signal enhancement, % at 5 µM | 0.11% of 210,000 active | AID 1230;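 active means signal enhancement of 30% or more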;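 further: luminescence tracks abundance of the self-degrading MDM2-luciferase fusion protein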
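Material: stable MDM2–luciferase fusion reporter cells / Quantity: 2000 cells/well / Dosing: single 5 µM compound dose, 0.2% final DMSO / Buffer or medium: DMEM / Schedule: 4 h cell settling then 2 h compound exposure, 37 °C / Detection: luminescence with SteadyLite reagent, 15 min at room temperature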
RBBP9 inhibitor = blocks human serine hydrolase RBBP9 | recombinant RBBP9, FP-Rh probe fluorescence polarization | O75884 | 0.2% of 220,000 active | inhibition, % at 7.94 µM;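 active means inhibition above the campaign mean of all tested compounds plus 3 SD, cut at about 14% in these data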;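 further: plate controls were DMSO wells with RBBP9 for no effect and wells lacking RBBP9 protein for full effect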
Target sequence (O75884 whole entry, looked up): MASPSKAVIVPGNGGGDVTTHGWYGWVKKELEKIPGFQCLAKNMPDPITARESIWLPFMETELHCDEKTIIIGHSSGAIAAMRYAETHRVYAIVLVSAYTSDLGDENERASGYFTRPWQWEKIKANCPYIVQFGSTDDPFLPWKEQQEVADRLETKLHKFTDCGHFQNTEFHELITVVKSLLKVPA
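Controls: DMSO-treated enzyme wells and wells lacking RBBP9 | Material: RBBP9 protein | Technique: Fluorescence polarization | Replication: Single well per compound, no replicates | Buffer or medium: Tris-NaCl-Pluronic buffer, pH 8.0 | Timing: 30 min compound preincubation, 45 min probe labeling, 25 °C | Read-out basis: Percent inhibition from mP, scaled between DMSO and no-protein wells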
Hck-Nef inh = inhibitors of human Hck kinase activated by Nef | inhibition, % at 20 µM | Recombinant Hck-YEEI plus Nef, Z-Lyte FRET kinase assay | AID 463187 | P08631 | 0.68% of 220,000 active;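 active means Hck-Nef kinase inhibition above about 50%, limit read from the data; inactive means inhibition below that limit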;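 further: 0% = DMSO with Hck plus Nef and 100% = Hck alone without Nef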
NPY-Y1 PAM-ag = potentiates or activates human NPY-Y1 receptor | P25929 | NPY-Y1 expressing cells, potentiator/agonist activation | activation, % at 3.6 µM | 0.37% of 220,000 active | AID 1304; in the data active means activation above about 33%, passing the limit was not always enough;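 further: cells stimulated with NPY at EC10 then isoproterenol at EC100; 0% = low agonist plus stimulus and 100% = saturating agonist plus stimulus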
NPY-Y1 antag = blocks the human neuropeptide Y Y1 receptor | P25929 | HEK293-CNG Y1 cells, membrane potential fluorescence; NPY at EC95, then isoproterenol | inhibition, % at 3.6 µM | 1% of 200,000 active | AID 1040;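 active means inhibition above the campaign mean inhibition of all tested compounds plus 3 SD, cut at about 20% in these data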;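 further: 0% = DMSO wells given NPY plus isoproterenol and 100% = isoproterenol alone without NPY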
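Benchmarks – high control isoproterenol alone, low control NPY with isoproterenol · Material – HEK293 Y1/CNG channel cell line · Times – dye 3 h, compound 60 min room temperature, stimulation 45 min · Probe or stimulus – NPY (25 nM), isoproterenol (1 µM), Ro 20-1724 (25 µM) · Evaluation – % inhibition of NPY effect · Signal – fluorescence, membrane potential probe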
NPY-Y2 PAM-ag = human NPY-Y2 potentiation or agonism, primary screen; P49146; cells expressing NPY-Y2, potentiator/agonist read-out; activation, % at 3.6 µM; 0.45% of 220,000 active; AID 1359; in the data active means activation above about 27%;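 further: cells stimulated with NPY near EC25 plus isoproterenol at EC100; 0% = vehicle plus submaximal agonist and 100% = vehicle plus saturating agonist; some results beyond the cut were filed as inactive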
p97 ATPase inh = inhibitors of human p97 ATPase; P55072; recombinant p97 ATPase, Kinase-Glo ATP luminescence, 3 h; inhibition, % at 8 µM; 0.42% of 220,000 active; AID 1481; in the data active means inhibition above about 15%;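 further: 0% = DMSO vehicle and 100% = wells lacking enzyme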
Target sequence (P55072 whole entry, looked up): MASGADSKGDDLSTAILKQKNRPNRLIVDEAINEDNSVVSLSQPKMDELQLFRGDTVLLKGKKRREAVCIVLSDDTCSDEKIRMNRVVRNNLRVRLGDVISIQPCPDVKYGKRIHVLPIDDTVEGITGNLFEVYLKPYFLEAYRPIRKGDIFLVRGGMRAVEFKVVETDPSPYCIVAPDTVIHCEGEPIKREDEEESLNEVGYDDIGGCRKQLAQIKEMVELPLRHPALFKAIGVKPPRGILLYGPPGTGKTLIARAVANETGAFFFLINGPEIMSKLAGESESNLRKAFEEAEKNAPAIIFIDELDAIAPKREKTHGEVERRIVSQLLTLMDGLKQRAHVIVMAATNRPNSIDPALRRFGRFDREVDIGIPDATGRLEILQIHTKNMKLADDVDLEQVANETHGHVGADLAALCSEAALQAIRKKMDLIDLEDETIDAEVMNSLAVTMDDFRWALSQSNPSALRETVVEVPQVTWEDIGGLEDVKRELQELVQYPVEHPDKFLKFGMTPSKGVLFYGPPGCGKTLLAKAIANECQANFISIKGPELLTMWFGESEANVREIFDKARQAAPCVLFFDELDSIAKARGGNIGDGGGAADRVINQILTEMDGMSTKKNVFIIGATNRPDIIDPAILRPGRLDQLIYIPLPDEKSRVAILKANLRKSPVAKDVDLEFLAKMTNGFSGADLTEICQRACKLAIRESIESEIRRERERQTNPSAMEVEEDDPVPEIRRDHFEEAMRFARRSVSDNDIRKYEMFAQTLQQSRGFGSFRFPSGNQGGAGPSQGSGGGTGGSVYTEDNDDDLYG
Runt-SMMHC FRET = inhibitors of human RUNX1 Runt domain binding to CBFb-SMMHC; Q01196+Q13951; Cerulean-Runt/Venus-CBFb-SMMHC FRET ratio 530/480, 1 h; inhibition, % at 20 µM; 0.74% of 220,000 active; AID 1434;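 active means mean inhibition across duplicate retests at 20 µM reaching about 50%, limit read from the data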;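 further: 0% = DMSO wells and 100% = wells with excess untagged CBFb-SMMHC; inhibitors lower the FRET ratio by blocking Runt binding to CBFb-SMMHC; some results filed as inactive read as strong as hits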
* marks the source's active call; other numbers are inactive results; · = no result given.

Runt-CBFb FRET	MDM2 E3 inh	RBBP9 inhibitor	Hck-Nef inh	NPY-Y1 PAM-ag	NPY-Y1 antag	NPY-Y2 PAM-ag	p97 ATPase inh	Runt-SMMHC FRET	molecule
-1.1	-21.6	-7.4	-0.9	-18.0	-2.8	-1.3	-7.8	0.2	Cc1ccc(C(=O)Nc2ccccc2SCC2CSc3nc4ccccc4c(=O)n32)cc1 (configuration not stated)
106.0*	-13.2	-8.2	12.7	-20.4	-3.9	11.5	1.5	143.1*	CCOCCCn1c(=NC(=O)c2ccc(OC)c(OC)c2)c(C#N)cc2c(=O)n3cccc(C)c3nc21
-3.1	-1.3	-16.1	-0.7	1.5	0.4	-4.1	0.5	1.3	O=C(COc1ccccc1)N1CCN(S(=O)(=O)Cc2ccccc2)CC1
2.1	-6.0	-3.7	0.0	-8.9	2.9	-6.6	-4.5	1.9	COC(=O)C1C(=O)c2c([nH]c(C(=O)OCCSC)c2C)CC1C (configuration not stated)
-8.2	-6.2	0.1	-20.0	-7.3	5.0	-43.6	-0.8	-17.7	Cc1ccc(NC(=O)/C(C#N)=C/c2ccc(C)s2)c(C)c1
1.1	-6.2	-10.0	17.8	-14.2	·	0.5	-1.8	4.0	Cc1c(NC(=O)c2ccc(Cl)nc2)cccc1-c1nc2cccnc2s1
-1.4	-3.4	-1.4	1.1	11.0	-1.7	13.4	7.8	-4.7	Cc1cc(C)cc(-n2nnc(C(=O)NCc3ccco3)c2N)c1
-2.0	-14.1	-5.7	5.8	-12.7	-1.1	-0.1	-1.8	0.6	CCN(CC)CCNC(=O)c1cn(C)c2ccc(S(=O)(=O)N(C)C3CCCCC3)cc2c1=O
-2.8	-1.3	4.2	3.6	-2.7	1.0	14.7	-4.3	2.4	CCC(Sc1ccc2nnc(-c3ccc(F)cc3)n2n1)C(=O)OC (configuration not stated)
0.7	18.4	-1.7	16.9	8.4	-6.4	-1.7	3.0	-1.9	CC(Sc1nnc(COc2ccc([N+](=O)[O-])cc2)n1-c1ccccc1)C(=O)O (configuration not stated)
-8.3	-11.1	4.0	-1.2	-28.7	16.7	-4.0	2.9	-11.2	COc1cccc(-c2nnc(-c3ccc(C(F)(F)F)cc3)o2)c1
1.7	-10.6	-2.0	1.5	5.2	-0.2	-3.3	2.3	4.2	O=C(O)CCC(NC(=O)C(Cc1ccc2c(c1)OCO2)NC(=O)c1ccccc1)C(=O)O (configuration not stated)
-2.6	-13.9	-1.4	3.6	-34.3	4.8	-4.3	1.2	-0.1	COCCNC(=S)N/N=C(\C)c1ccc(O)cc1
0.6	19.7	-9.3	18.2	-32.7	-0.8	-7.5	0.4	3.6	CCc1nnc(NC(=O)CSc2nnc(CNc3ccc(C)cc3)n2C)s1
3.3	-8.7	-4.0	-15.1	-24.9	7.7	-23.4	3.0	1.5	Clc1cccc(-c2ccc(CNCCCN3CCOCC3)o2)c1
2.8	-9.9	3.0	4.4	-18.0	0.7	-8.0	-0.6	-3.1	Cc1nnc(SCC(=O)N2CCCCC2)s1
0.6	-2.5	-5.2	23.9	-0.3	1.5	-2.9	-4.0	-3.5	O=C(CCC1CCCN(Cc2cccc3c2OCO3)C1)NCc1ccc(F)c(F)c1 (configuration not stated)
-8.2	-7.0	-8.3	2.9	-19.4	7.4	-8.3	7.2	-5.3	O=c1c2ccccc2nc(SCc2ccc([N+](=O)[O-])cc2)n1CCCO
0.4	-5.2	-8.5	-3.0	36.4	-5.9	11.7	-0.7	-1.5	O=C(c1cccnc1)N1c2ccccc2Sc2ccccc21
-0.2	-14.8	4.8	12.3	7.2	7.3	-13.2	4.4	1.4	Cc1ccc(S(=O)(=O)N(C)C)cc1NC(=O)COC(=O)C1COc2ccccc2O1 (configuration not stated)
-2.0	-12.2	-11.8	2.2	11.3	0.8	12.6	3.2	0.4	Cn1c(SCC(=O)N2CCc3ccccc32)nnc1C1CC1
1.5	-2.5	-0.3	21.0	-6.4	·	4.2	-4.1	0.4	COc1ccc(Cc2nnc(NC(=O)C(C)C)s2)cc1
-1.1	-6.0	-5.4	3.1	-8.0	2.8	-2.1	-0.8	2.4	O=C(NC1CCCc2ccccc21)c1ccccc1 (configuration not stated)
-2.3	-10.3	-4.0	1.9	-7.2	-6.9	3.8	-2.7	-1.8	CC(C)c1nnc(NC(=O)c2cccc(-n3cnnn3)c2)s1
-4.2	-19.2	-6.7	0.1	19.0	-5.6	6.3	-6.7	-3.8	CCc1ccc(NC(=O)COC(=O)CCc2nc3cc(S(=O)(=O)N(CC)CC)ccc3n2C)cc1
-1.2	-12.2	-0.4	0.1	-1.8	-3.8	3.4	-6.7	-7.5	Cc1noc(NS(=O)(=O)c2ccc(NC(=O)CSc3nc4c(cc3C#N)CCCC4)cc2)c1C
0.6	-12.5	-5.3	-0.6	12.0	3.5	-1.3	-4.6	-2.1	Cc1cccc(C(O)(C(=O)NNc2ccc3ccccc3n2)c2cccc(C)c2)c1
-0.6	-9.3	-15.0	8.4	-18.9	-3.9	-19.8	1.5	-3.4	COc1ccc2c(c1)c(N=O)c(O)n2C
1.3	-5.5	0.8	8.0	10.7	·	-9.3	7.9	-5.9	Cc1cc(C)nc(N2N=C(C(F)(F)F)CC2=O)n1
-2.2	-18.3	-4.2	17.4	11.2	·	7.0	15.3*	1.3	Nc1nc(N)c2cc(Sc3ccc4ccccc4c3)ccc2n1
0.7	-79.7	-4.6	-3.4	-9.6	1.9	-4.3	-3.4	-1.0	CCOc1cc(S(=O)(=O)N2CCCCC2)ccc1Cl
0.0	-5.8	-2.2	20.5	3.5	-3.9	15.0	3.6	1.4	O=C(NCCc1c[nH]c2ccccc12)C(=O)NCC1OCCCN1S(=O)(=O)c1cc(F)ccc1F (configuration not stated)
0.2	·	-10.7	-4.6	-9.7	0.3	-0.9	1.3	-5.3	NC(=O)c1ccc(NCCCN2CCOCC2)c([N+](=O)[O-])c1
0.1	-12.2	-7.6	105.6*	-11.7	0.7	-7.5	-1.2	-2.6	Cc1ccc(OCC(=O)Nc2ccc(-c3nc4ncccc4o3)cc2)c(C)c1
-1.2	-10.2	1.5	-3.8	3.4	12.7	7.5	0.2	1.2	Cn1c(SCc2c(F)cccc2Cl)nnc1-c1cccs1
3.5	-3.2	-8.2	5.9	-18.5	3.2	-8.6	-4.3	8.7	COc1cc2c(cc1OC)C(C(C)C)=NC(C)(C)C2
-6.4	-14.2	1.2	25.2	4.5	7.0	-12.2	-0.1	-15.0	COc1ccc(N=Cc2cc(Cc3ccccc3Cl)cc([N+](=O)[O-])c2O)cc1OC
-1.6	-9.7	-12.4	-10.6	-31.8	20.0	-2.3	-1.1	3.7	c1ccc(CN2CCC(Nc3nc(-c4ccccc4)nc4ccccc34)CC2)cc1
-1.0	-11.2	5.1	0.6	-9.2	-5.5	-1.6	-1.1	-7.6	Cc1ccc(C2/C(=C(/O)c3ccc(Cl)cc3)C(=O)C(=O)N2CC2CCCO2)o1 (configuration not stated)
-3.7	-9.5	-10.8	0.1	-35.1	13.7	-20.4	-0.9	0.6	O=C(O)CCSCC(=O)c1ccc2c(c1)OCCO2
-1.7	-17.0	-18.3	-0.4	-4.7	2.1	12.0	1.7	-6.1	Cc1ccc(C(C)C)c(OCc2ccc(C(=O)N/N=C/c3cccc(O)c3O)cc2)c1
-1.9	-6.3	-4.8	29.0	5.5	-7.8	10.4	3.8	-0.3	CCCCOc1ccc(-c2[nH]ncc2C=O)cc1
0.5	-9.5	-6.6	-0.6	-35.0	12.1	-4.4	-4.1	3.7	COC(=O)c1c(C)[nH]c(C(=O)CSc2ccc(Cl)cc2)c1C
3.4	-13.1	-10.5	6.7	16.6	0.3	18.8	3.6	3.1	Cc1ccc(N(CC(=O)Nc2ccccc2C(=O)NCc2ccco2)S(=O)(=O)c2ccccc2)cc1C
-1.5	-8.0	-8.3	10.2	-2.7	·	-0.7	-1.6	0.1	Cc1nnsc1C(=O)NNc1ccc(C(C)C)cc1
0.9	·	-0.2	23.3	-19.4	·	-0.7	-2.3	0.8	CCC(C)C(NC(=O)c1ccccc1NC(=O)c1ccccc1)C(=O)O (configuration not stated)
0.1	22.3	0.8	0.7	2.9	8.2	-2.9	-3.1	-1.1	Cn1cc(Cl)c(C(=O)Nc2cccc(Cl)c2Cl)n1
1.0	0.4	-7.0	0.1	2.2	-3.9	0.8	0.6	1.7	O=C(CN1C(=O)c2ccccc2S1(=O)=O)NCc1ccccn1
0.8	-16.3	5.8	-3.5	5.5	-1.0	3.2	5.2	2.5	CCC(CC)C(=O)NCc1ccc(OC)cc1
6.5	-6.2	-8.8	-1.9	-21.1	2.9	-9.3	-9.6	3.1	Cc1cc(C)nc(NC(=O)c2cc3ccccc3o2)n1

Next section:
Runt-CBFb FRET	MDM2 E3 inh	RBBP9 inhibitor	Hck-Nef inh	NPY-Y1 PAM-ag	NPY-Y1 antag	NPY-Y2 PAM-ag	p97 ATPase inh	Runt-SMMHC FRET	molecule
-2.0	0.4	-9.2	19.0	12.2	2.1	20.6	3.5	-1.2	Cn1c(=O)c2c(=O)cc(NNC(=O)CC#N)[nH]c2n(C)c1=O
0.0	-8.2	-8.7	-3.3	17.7	-1.2	16.7	-6.8	-1.3	CCC(=O)N=c1sc2cc([N+](=O)[O-])ccc2n1CCOC
-0.4	17.8	-4.9	-8.0	-11.7	-2.6	1.5	-6.6	1.6	CCN(CC)C(=O)COn1c(SCC(=O)N(CC)CC)nc2ccccc2c1=O
-3.5	-2.4	0.1	1.3	10.4	8.9	14.6	4.1	-1.3	CCC(=O)Oc1ccc(C2N(C(=O)CC)CCN2S(=O)(=O)c2ccc(C)cc2)cc1OC (configuration not stated)

Quoted at random: three entries already listed
Runt-CBFb FRET	MDM2 E3 inh	RBBP9 inhibitor	Hck-Nef inh	NPY-Y1 PAM-ag	NPY-Y1 antag	NPY-Y2 PAM-ag	p97 ATPase inh	Runt-SMMHC FRET	molecule
0.6	-2.5	-5.2	23.9	-0.3	1.5	-2.9	-4.0	-3.5	O=C(CCC1CCCN(Cc2cccc3c2OCO3)C1)NCc1ccc(F)c(F)c1 (configuration not stated)
-1.0	-11.2	5.1	0.6	-9.2	-5.5	-1.6	-1.1	-7.6	Cc1ccc(C2/C(=C(/O)c3ccc(Cl)cc3)C(=O)C(=O)N2CC2CCCO2)o1 (configuration not stated)
-3.1	-1.3	-16.1	-0.7	1.5	0.4	-4.1	0.5	1.3	O=C(COc1ccccc1)N1CCN(S(=O)(=O)Cc2ccccc2)CC1
